Bioassay records deposited in PubChem by Sanford-Burnham Center for Chemical Genomics.
UBC13 polyUb: UBC13 polyubiquitin chain formation inhibitors, primary screen, biochemical, TR-FRET, uHTS | Ubiquitin-conjugating enzyme E2 N (Homo sapiens), P61088 | inhibition, % at 20 µM | 330,000 compounds, 0.47% hits; in the data active = inhibition above about 45%, passing the limit was not always enough
Target sequence (P61088 whole entry, looked up): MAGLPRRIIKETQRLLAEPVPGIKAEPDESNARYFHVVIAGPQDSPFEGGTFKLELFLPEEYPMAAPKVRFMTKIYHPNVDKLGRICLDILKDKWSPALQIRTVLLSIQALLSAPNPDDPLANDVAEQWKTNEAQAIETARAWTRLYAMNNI
APJ agonist: agonists of human apelin receptor APJ, primary screen, CHO-K1 cells, PathHunter beta-arrestin, luminescence; 0% DMSO wells, 100% apelin; activation, % at 20 µM; 330,000 compounds, 0.11% hits; AID 2520, 2010;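 active = activation more than six SD over the plate average, tested at 20 µM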;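 also: 0% = DMSO alone and 100% = apelin-13 at 10 nM; some results filed as inactive read as strong as hits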
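system = engineered CHO-K1 APJ arrestin reporter cells | input = 1000 cells per well | timing = overnight seeding, 90 min compound at 25 °C, 1 h detection | measured by = enzyme-fragment complementation luminescence | read-out = beta-arrestin recruitment to APJ as agonist activity, luminescent signal | control set = negative DMSO alone, positive Apelin-13 at 10 nM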
ATG4B inh: ATG4B protease inhibitors, primary screen, biochemical, fluorescence, uHTS. 340,000 compounds, 0.51% hits. inhibition, % at 8.33 µM. Cysteine protease ATG4B (Homo sapiens), Q9Y4P1. ATG4B cleavage of LC3-PLA2, NBD-HPC fluorescence, 1 h. AID 504462, 2011; in the data active = inhibition above about 40%
Target sequence (Q9Y4P1 whole entry, looked up): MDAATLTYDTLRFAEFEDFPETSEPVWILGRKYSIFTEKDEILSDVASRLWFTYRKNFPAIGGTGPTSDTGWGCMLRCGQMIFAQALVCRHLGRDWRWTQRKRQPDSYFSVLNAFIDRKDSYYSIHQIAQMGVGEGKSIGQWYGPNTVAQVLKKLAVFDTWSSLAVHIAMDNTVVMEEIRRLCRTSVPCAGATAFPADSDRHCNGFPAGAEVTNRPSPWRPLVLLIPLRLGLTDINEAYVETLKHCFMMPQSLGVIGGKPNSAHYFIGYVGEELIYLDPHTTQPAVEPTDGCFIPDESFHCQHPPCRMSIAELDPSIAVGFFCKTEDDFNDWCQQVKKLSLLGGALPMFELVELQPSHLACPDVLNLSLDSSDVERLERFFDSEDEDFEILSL
CCR6 antagonist: CCR6 receptor antagonists, primary screen, cell-based, CHO-K1, luminescence, beta-arrestin, uHTS. 340,000 compounds, 0.49% hits. CHO-K1 CCR6 PathHunter beta-arrestin, CCL20-stimulated. C-C chemokine receptor type 6 (Homo sapiens), P51684. inhibition, % at 20 µM;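 active = compounds whose inhibition of the agonist-driven luminescence signal at 20 µM reaches about 50%, limit read from the data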;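 also: cells stimulated with CCL20 at 14 nM final; plate controls were DMSO with CCL20 for no effect and DMSO without agonist for full effect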
EBI2 block: EBI2 receptor antagonists, beta-arrestin recruitment, primary screen, cell-based, luminescence, 7a,25-OHC stimulation, uHTS; 7a,25-OHC stimulated; G-protein coupled receptor 183 (Homo sapiens), P32249; AID 651636, 2012; 360,000 compounds, 0.81% hits; inhibition, % at 5 µM; in the data active = inhibition above about 38%;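 also: enzyme fragment complementation signal reports receptor beta-arrestin coupling in cells; 0% = agonist plus DMSO wells and 100% = wells without agonist; some results beyond the cut were filed as inactive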
Target sequence (P32249 whole entry, looked up, the tested form may be a part): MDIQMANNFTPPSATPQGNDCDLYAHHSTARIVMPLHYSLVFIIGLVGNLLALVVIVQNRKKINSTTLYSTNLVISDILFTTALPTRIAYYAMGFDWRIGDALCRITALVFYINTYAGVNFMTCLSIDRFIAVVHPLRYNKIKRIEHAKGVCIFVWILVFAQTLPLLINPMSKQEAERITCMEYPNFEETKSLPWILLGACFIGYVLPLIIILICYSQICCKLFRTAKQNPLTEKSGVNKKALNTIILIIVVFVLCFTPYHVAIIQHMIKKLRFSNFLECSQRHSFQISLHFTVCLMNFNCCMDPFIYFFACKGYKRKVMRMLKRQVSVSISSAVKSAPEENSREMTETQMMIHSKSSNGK
Gli-Sufu antag: Gli-Sufu pathway antagonists, primary screen, luciferase luminescence, Sufu-KO-LIGHT cells, uHTS | 340,000 compounds, 0.74% hits | AID 588413, 2011 | inhibition, % at 5 µM | Sufu-KO-LIGHT fibroblasts, Gli luciferase reporter luminescence;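 active = inhibition above about 55%, limit read from the data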;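 also: 0% = DMSO-treated cells and 100% = wells with medium but no cells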
APJ antag: antagonists of human apelin receptor APJ, primary screen, CHO-K1 cells, beta-arrestin complementation, luminescence | inhibition, % at 20 µM | 330,000 compounds, 0.32% hits;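 active = inhibition above about 40% at 20 µM, limit read from the data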;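 also: cells challenged with 10 nM apelin-13 agonist together with compound; plate controls were apelin-13 plus DMSO wells for no effect and DMSO wells lacking apelin-13 for full effect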
CXCR6 inh: CXCR6 receptor inhibitors, primary screen, cell-based, beta-arrestin, luminescence, CHO-K1 PathHunter, 1536-well; C-X-C chemokine receptor type 6 (Homo sapiens), O00574; inhibition, % at 20 µM; 360,000 compounds, 0.36% hits; AID 602244, 2012; in the data active = inhibition above about 34%, passing the limit was not always enough;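 also: antagonist mode with CXCL16 agonist at 10 nM final; 0% = 10 nM CXCL16 with DMSO and 100% = unstimulated wells without agonist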
* hit, by the source's call; x = not tested or not shown.

SMILES | UBC13 polyUb | APJ agonist | ATG4B inh | CCR6 antagonist | EBI2 block | Gli-Sufu antag | APJ antag | CXCR6 inh
Cn1c(=O)oc2cc(S(=O)(=O)N3CCCC3)ccc21 | 2 | -3 | -11 | 7 | -1 | -5 | -4 | -8
CN(C)C1CCN(C(=O)c2cccc(OC3CCN(S(=O)(=O)N(C)C)CC3)c2)C1 (stereo not drawn) | 0 | 1 | 1 | 16 | 4 | 1 | 9 | 0
COC(=O)C(O)(CC(=O)Nc1ccc(Cl)cc1Cl)C(F)(F)F (stereo not drawn) | 10 | -3 | 4 | 1 | -5 | -3 | -11 | 2
NC1=NC(=O)C(CC(=O)Nc2ccc3c(c2)OCO3)S1 (stereo not drawn) | -1 | -4 | 0 | 29 | 6 | -8 | -13 | -4
CC(=O)N1CCN(S(=O)(=O)c2cccc(C(=O)Nc3ccccc3N3CCOCC3)c2)CC1 | 4 | -4 | 6 | 9 | 7 | 10 | -7 | 2
CN(Cc1ccc(F)cc1)C(=O)c1ccc2c(c1)NC(=O)CS2 | 7 | -2 | -8 | -4 | 6 | 4 | -17 | -2
O=C(C1COc2ccccc2O1)N1CCN(c2ccc([N+](=O)[O-])cc2)CC1 (stereo not drawn) | 1 | -2 | -7 | 5 | 2 | 1 | -6 | 0
Cc1ccc(S(=O)(=O)C(C#N)c2nc3ccccc3nc2OC(C)C)cc1 (stereo not drawn) | -8 | 3 | 23 | 15 | -4 | 6 | -1 | 4
O=C(CN1CCN(Cc2ccccc2Cl)C1=O)NCc1cccnc1 | 20 | -5 | -8 | 3 | 0 | -15 | -27 | -4
Cc1[nH]n(C2=NCCS2)c(=O)c1N=Nc1ccccc1 | -9 | -3 | -22 | 31 | -3 | 14 | 18 | 9
CCN(c1ccccc1)S(=O)(=O)c1cccc(C(=O)NCC(c2ccc(F)cc2)N2CCOCC2)c1 (stereo not drawn) | x | x | -5 | 3 | 4 | -1 | x | 5
COC(=O)Cc1cc(=O)[nH]c(/N=C(\N)Nc2ccc(C)cc2)n1 | -6 | -2 | 11 | 14 | -3 | -1 | 16 | -3
CC(=O)Cc1nsc(NC(=O)c2ccc(COc3ccccc3Cl)o2)n1 | -12 | -1 | 12 | 2 | 5 | -3 | -9 | 2
CC(=O)Nc1ccc(NC(=O)CNC(=O)c2cccc(C)c2)cc1 | 1 | -2 | 0 | 7 | 1 | 3 | 15 | 3
COCCCN(C(=S)NC(=O)C12CC3CC(CC(C3)C1)C2)c1c(N)n(Cc2ccccc2)c(=O)[nH]c1=O | 0 | -5 | -6 | 8 | -2 | 1 | -2 | -1
Cc1c(OCC(=O)N[C@@H](Cc2c[nH]c3ccccc23)C(=O)O)ccc2c1oc(=O)c1ccccc12 | 0 | -2 | -15 | 2 | -3 | 1 | 4 | -1
O=C(NCC(c1ccco1)N1CCN(c2ccccc2F)CC1)C(=O)NC1CC1 (stereo not drawn) | -4 | -1 | 1 | 1 | -5 | -8 | -18 | 4
CC(C)CCn1cnc2c1c(=O)n(CC(=O)NC(N)=O)c(=O)n2Cc1ccccc1 | 5 | 0 | 4 | 7 | -3 | 0 | 4 | 9
CCc1nn(CC(=O)NCCc2ccc(S(N)(=O)=O)cc2)c(=O)c2cc3sccc3n12 | -6 | -2 | 5 | 6 | -2 | 44 | 19 | 1
COC(=O)c1ccc(-c2noc(CN(Cc3ccncc3)CC3CCCO3)n2)cc1 (stereo not drawn) | -2 | -4 | -4 | 6 | 1 | 8 | 11 | 10
COc1ccc2c(c1)-c1nc(N)sc1CC2 | 1 | 1 | 9 | -6 | 7 | -12 | -10 | -12
COc1ccc(/C=C2\CCc3c2nc2ccccc2c3C(=O)O)cc1OC | 2 | -1 | 3 | -8 | -12 | 5 | -26 | 0
Cc1cccc(CC2CC(=O)N(c3ccc(C)cc3Br)C2=O)c1 (stereo not drawn) | -4 | -1 | -1 | 4 | -1 | 3 | -5 | -15
COc1ccccc1NC(=O)CSc1nnc(C)n1Cc1ccccc1 | 9 | -6 | -6 | 3 | -7 | -5 | 15 | 2
O=C(COC(=O)C1CC(=O)N(c2ccc3c(c2)OCCO3)C1)NC1CCCc2ccccc21 (stereo not drawn) | -1 | -2 | -5 | -6 | -3 | 12 | 2 | 3
Continued:
SMILES | UBC13 polyUb | APJ agonist | ATG4B inh | CCR6 antagonist | EBI2 block | Gli-Sufu antag | APJ antag | CXCR6 inh
CCn1cc(/C=C/C(=O)c2ccc(O)cc2)c(C)n1 | -5 | -4 | 4 | 12 | -6 | -12 | -16 | 8
Nc1ccc(NC(=O)NC2CCCCC2)cc1[N+](=O)[O-] | -106 | -5 | 1 | 30 | 11 | -33 | 24 | 30
CC1CCCC(C)N1CC(O)COc1ccc(Cl)cc1 (stereo not drawn) | -3 | 6 | 4 | 6 | -1 | 0 | 11 | -2
CCC(=O)N1CCN(c2ccc(NC(=S)NC(=O)COc3ccccc3)cc2)CC1 | 1 | 1 | -3 | 18 | 7 | 1 | -14 | -8
COCC1CCN(C(=O)C2CCC(=O)N(Cc3cccc(C(F)(F)F)c3)C2)CC1 (stereo not drawn) | -3 | 0 | 3 | 6 | 16 | 3 | -6 | -4
O=C(Nc1ccn(Cc2ccccc2F)n1)c1ccc(COc2cccc(Br)c2)cc1 | -1 | 4 | 22 | 4 | 20 | -93 | 9 | 17
CCn1cc([N+](=O)[O-])c(C(=O)N2N=C(c3ccccc3)CC2c2ccc([N+](=O)[O-])cc2)n1 (stereo not drawn) | 1 | 0 | -15 | 14 | 13 | -4 | -3 | 8
CS(=O)(=O)N(CCc1ccccc1)CC(=O)N1CCN(c2ccccc2F)CC1 | 9 | -3 | -6 | -18 | -5 | 4 | -5 | -3
COCC(=O)Nc1cc(C(=O)NCCc2ccccc2)ccc1Cl | 10 | 1 | 11 | 9 | -8 | -93 | 16 | 0
Cc1cc(C)c2c(=O)[nH]c(SCc3ccc([N+](=O)[O-])cc3)nc2n1 | -4 | -1 | -9 | 6 | 0 | 3 | -7 | 4
COc1ccc(OC)c(CNS(=O)(=O)c2cc(-c3cc(C)no3)ccc2OC)c1 | 2 | -2 | -2 | -6 | 5 | 5 | 2 | 4
O=S(=O)(Nc1cc(Cl)ccc1N1CCCCC1)c1cccs1 | 8 | -3 | -8 | -1 | -1 | 12 | 9 | 4
COc1ccccc1NC(=O)c1cc(S(=O)(=O)N2CCOCC2)ccc1Cl | 7 | 6 | -5 | -12 | 1 | 5 | 4 | 1
COC(=O)c1ccc(C23CC4(C2)[C@H](CN(C)[C@@H]4c2ccccc2)C3c2ccc(C(F)(F)F)cc2)cc1 (stereo partly drawn) | 29 | 2 | -13 | 13 | 3 | 1 | -28 | 3
COC(=O)c1sc(-c2ccccc2)cc1NC(=O)c1cc(OC)cc(OC)c1 | 23 | -2 | -3 | -2 | 27 | 5 | 5 | -4
CN(C)CCCNC(=S)Nc1ccc(-c2ccccc2)cc1 | 12 | 0 | 3 | 12 | -12 | 3 | -6 | 3
CCOC(=O)C1(Cc2cccc(OC)c2)CCCN(CCO)C1 (stereo not drawn) | -3 | -3 | -3 | 5 | -5 | 34 | -2 | -1
Cc1ccc(-c2c[n+](CC(=O)Nc3ccccc3C)c3n2CCC3)cc1 | 11 | -4 | 4 | 17 | -6 | 2 | 18 | -16
COc1ccccc1N1CCN(CCN2C(=O)CC3(CCCC3)CC2=O)CC1 | 2 | -5 | -5 | 4 | -1 | -7 | -1 | 3
CC1=C(c2ccccc2)[N+](=O)C2(CCCC2)N1[O-] | -8 | 15 | -3 | -8 | -11 | 2 | -80 | 3
O=C(O)CCCNS(=O)(=O)c1cccs1 | 5 | -1 | -8 | 4 | -5 | -1 | 11 | 1
CCCCn1c(N)c(NCCC(C)C)c(=O)[nH]c1=O | x | x | 6 | 11 | -13 | 3 | x | -4
CC(=O)C(=Nc1cccc(Cl)c1)NNc1ccccc1C | 4 | 2 | 9 | 18 | -2 | 2 | -28 | 5
CC(Sc1nnnn1C)C(=O)Nc1ccc(N2CCOCC2)cc1 (stereo not drawn) | -7 | -4 | -6 | -17 | 3 | -3 | -10 | -6
C[C@@H]1CC[C@@]2(O[C@H](CCO)C[C@H](O)[C@H]2O)O1 | -10 | -4 | 1 | 8 | -8 | 0 | -53 | 6
Next records:
SMILES | UBC13 polyUb | APJ agonist | ATG4B inh | CCR6 antagonist | EBI2 block | Gli-Sufu antag | APJ antag | CXCR6 inh
CCCCc1noc(-c2c(-c3ccccc3Cl)noc2C)n1 | 21 | -1 | 2 | 19 | 3 | -23 | 2 | 6
O=C(CN1CCC(NC(=O)Cc2ccccc2)CC1)Nc1cccc2ccccc12 | 2 | 4 | 8 | -6 | -1 | -6 | -14 | -2
CN(CCOc1ccc(Cl)cc1)C(=O)c1cccc(S(=O)(=O)N2CCN(Cc3ccccc3)CC2)c1 | x | x | -5 | 2 | 24 | 43 | x | -2
CCOC(=O)c1ccc(N/C(=N/S(=O)(=O)c2ccccc2)c2ccccc2)cc1 | -3 | -1 | -3 | 1 | 8 | -3 | 8 | 0
COc1ccc(OC)c(-c2cc(C(=O)N3CCc4ccccc4C3)no2)c1 | 9 | 1 | 49* | 6 | -2 | 5 | 22 | 5
Cc1ccc(CN(C(=O)COc2ccc([N+](=O)[O-])cc2)C2CCS(=O)(=O)C2)o1 (stereo not drawn) | 2 | -4 | -4 | -7 | 2 | 23 | 1 | -2
CCc1cc[n+](CC(=O)Nc2ccc(Cl)cc2Cl)cc1 | 10 | -1 | 6 | 12 | -10 | 1 | 0 | -1
Cc1ccc(C2CC(=O)C(C=NCCN3CCN(C(=S)Nc4ccc(F)cc4)CC3)=C(O)C2)cc1 (stereo not drawn) | 3 | -2 | -20 | 1 | 6 | 13 | -16 | 8
CC(C)CCc1c(O)nc(SCC(C)C)[nH]c1=O | 0 | -1 | 6 | 2 | -13 | -16 | 23 | -2
O=C(CSc1ncnc2c1cnn2CCc1ccccc1)Nc1cccc(C(F)(F)F)c1 | -5 | -2 | 10 | -12 | 5 | 31 | -7 | -18
COc1cc(C2=NOC(C(=O)NCc3ccco3)C2)cc(OC)c1OC (stereo not drawn) | -3 | -6 | -4 | -17 | -6 | -1 | -17 | 0
Cc1ccc(C(=O)N/N=C\c2ccccc2[N+](=O)[O-])cn1 | x | x | 1 | 1 | 2 | -44 | x | -9
COc1cc(-c2nc3cnccc3n2C)cc(OC)c1OC | -2 | 1 | -5 | 5 | -7 | -1 | 9 | 6
O=C(/C=C/Nc1ccc(F)cc1)c1ccco1 | -8 | -3 | -2 | 0 | 5 | -5 | 3 | -10
CC(=O)N1CCN(S(=O)(=O)c2ccc3c(c2)OCCO3)CC1 | 11 | -5 | 0 | 11 | 7 | -8 | -3 | -7

Grouped by structure, the entries above with a thiophene ring, fused or not
SMILES | UBC13 polyUb | APJ agonist | ATG4B inh | CCR6 antagonist | EBI2 block | Gli-Sufu antag | APJ antag | CXCR6 inh
CCc1nn(CC(=O)NCCc2ccc(S(N)(=O)=O)cc2)c(=O)c2cc3sccc3n12 | -6 | -2 | 5 | 6 | -2 | 44 | 19 | 1
O=S(=O)(Nc1cc(Cl)ccc1N1CCCCC1)c1cccs1 | 8 | -3 | -8 | -1 | -1 | 12 | 9 | 4
COC(=O)c1sc(-c2ccccc2)cc1NC(=O)c1cc(OC)cc(OC)c1 | 23 | -2 | -3 | -2 | 27 | 5 | 5 | -4
O=C(O)CCCNS(=O)(=O)c1cccs1 | 5 | -1 | -8 | 4 | -5 | -1 | 11 | 1
